# Assay outcomes as filed in PubChem BioAssay.
# rTrxR1 inhibitor: qHTS Assay for Inhibitors of Mammalian Selenoprotein Thioredoxin Reductase 1 (TrxR1): qHTS; recombinant rTrxR1, NADPH fluorescence consumption, selenite substrate; Potency, µM (highest dose often 114 µM), for the others: at the highest dose activity change, negative = inhibition, hits mostly inhibitors; Thioredoxin reductase 1, cytoplasmic (Rattus norvegicus), O89049; 390,000 tested, 1% active; also: % is scaled to controls: 0 for no effect and ±100 for the full control effect; nearly all actives have a fitted effect of over 65% in size
# Target sequence (O89049 whole entry, looked up): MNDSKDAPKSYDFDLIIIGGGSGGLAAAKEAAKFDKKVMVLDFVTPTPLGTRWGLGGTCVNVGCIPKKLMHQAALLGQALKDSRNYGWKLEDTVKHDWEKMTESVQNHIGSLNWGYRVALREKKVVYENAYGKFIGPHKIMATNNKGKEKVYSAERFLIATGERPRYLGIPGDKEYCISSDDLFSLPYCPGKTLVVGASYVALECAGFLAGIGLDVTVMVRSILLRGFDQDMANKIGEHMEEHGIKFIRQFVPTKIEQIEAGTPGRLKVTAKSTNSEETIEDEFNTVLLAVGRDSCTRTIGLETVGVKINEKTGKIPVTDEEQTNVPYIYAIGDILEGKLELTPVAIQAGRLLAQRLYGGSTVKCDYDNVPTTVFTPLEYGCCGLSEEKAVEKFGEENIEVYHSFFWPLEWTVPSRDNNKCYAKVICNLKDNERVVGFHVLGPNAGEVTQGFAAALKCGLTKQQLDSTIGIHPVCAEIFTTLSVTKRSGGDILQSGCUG
#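 Rat TrxR1 (90 nM in the dispensed reagent) was pre-reduced with 400 uM NADPH for 5 min at room temperature, then incubated with compound for 15 min. After 400 uM selenite was added, NADPH fluorescence (Ex 340/Em 450 nm) was followed for 8 min.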
# TrxR1 substrate: qHTS Assay for Substrates of Mammalian Selenoprotein Thioredoxin Reductase 1 (TrxR1): qHTS; AID 588456, 2011; 390,000 tested, 0.01% active; Thioredoxin reductase 1, cytoplasmic (Rattus norvegicus), O89049; purified TrxR1 substrate turnover, NADPH consumption readout; Potency, µM (doses to about 114 µM), for the others: at the top dose activity change, negative = substrate turnover; also: % is scaled to controls: 0 for no effect and ±100 for the full control effect; nearly all actives have a fitted effect of over 50% in size
#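 Rat TrxR1, dispensed at 90 nM, was prereduced with 400 uM NADPH (final) for 5 min at ~22 deg C, then incubated with compound 15 min before 400 uM selenite. A first-read NADPH fluorescence drop versus no-compound background flagged substrates.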
# RGS4 inhibitor: Inhibitors of Regulator of G Protein Signaling (RGS) 4: qHTS | Regulator of G-protein signaling 4 (Homo sapiens), P49798 | Transcreener GDP fluorescence polarization, RGS4-accelerated GTP hydrolysis | Potency, µM (titrated, usually from 114 µM), for the others: top-dose activity change, negative = inhibition, actives largely listed as inhibitors | 390,000 tested, 0.039% active; also: % is scaled to controls: 0 for no effect and ±100 for the full control effect; nearly all actives have a fitted effect of over 75% in size; some results filed as inactive show a strong effect at the top dose
# Target sequence (P49798 whole entry, looked up): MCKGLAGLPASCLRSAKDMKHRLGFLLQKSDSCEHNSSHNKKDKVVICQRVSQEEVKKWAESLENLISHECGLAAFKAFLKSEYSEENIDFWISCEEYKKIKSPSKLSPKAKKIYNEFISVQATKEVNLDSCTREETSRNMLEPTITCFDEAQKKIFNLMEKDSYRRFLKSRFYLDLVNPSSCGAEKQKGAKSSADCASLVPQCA
#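 MLSMR compounds (23 nl, pin-transferred) preincubated 10 min at room temperature with a 500nM (2x) first reagent, then RGS4 at 900nM (2x) plus Transcreener GDP mix added; fluorescence polarization (620/688 nm) read before and after 90 min at 30 °C.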
# IDH1 R132H inh: qHTS for Inhibitors of mutant isocitrate dehydrogenase 1 (IDH1): qHTS; Isocitrate dehydrogenase [NADP] cytoplasmic (Homo sapiens), O75874; Potency, µM (highest dose often 76.6 µM), inactives show top-dose activity change, negative = inhibition, hits mostly inhibitors; IDH1-R132H enzyme, NADPH consumption, diaphorase/resazurin fluorescence; 390,000 tested, 0.093% active; also: % is scaled to controls: 0 for no effect and ±100 for the full control effect; nearly all actives have a fitted effect of over 65% in size
#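 IDH1-R132H (0.5 ug/mL dispensed) in pH 7.5 Tris buffer was preincubated 30 min with compound, then given a substrate mix of 0.016 mM NADPH and 2 mM alpha-KG for 80 min at room temperature; remaining NADPH was read by diaphorase/resazurin fluorescence.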
# USP1-UAF1 inh: Inhibitors of USP1/UAF1: Primary Screen. Potency, µM (doses to about 57.1 µM), for inactives: at the top dose activity change, negative = inhibition, hits mostly inhibitors. recombinant USP1/UAF1, Ub-Rhodamine cleavage fluorescence. 390,000 tested, 0.23% active. AID 743255, 2014. Ubiquitin carboxyl-terminal hydrolase 1 (Homo sapiens), O94782; also: % is scaled to controls: 0 for no effect and ±100 for the full control effect; nearly all actives have a fitted effect of over 60% in size; inactives centre near -12
#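 In this screen, compounds sit with the deubiquitinase complex (1nM) for 15 min at room temperature before Ub-Rho is added at 150nM final. Fluorescence rise is then followed for 6 reads every 60 seconds.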
# RXFP1 agonist: qHTS Assay for Agonists of the Relaxin Receptor RXFP1; Relaxin receptor 1 (Homo sapiens), Q9HBX9; HEK293T-RXFP1 cAMP TR-FRET, 30 min; response scale: percent of porcine relaxin response, buffer zero; Potency, µM (top dose mostly 57.5 µM), for the others: at the top dose activation, hits mostly activators; 370,000 tested, 0.3% active; also: % is scaled to controls: 0 for no effect and ±100 for the full control effect; nearly all actives have a fitted effect of over 60% in size; many of its hits are not listed in these tables
#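 cAMP rise read by TR-FRET after 30 min, 37C compound exposure (up to 58 uM) in RXFP1-transfected HEK293 cells with Ro 20174 present. EC50 from Hill-equation fits, with 29 nM porcine relaxin as 100% and buffer as basal.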
# Vif-APOBEC3G blk: qHTS for Inhibitors of Vif-A3G Interactions: qHTS; AID 602310, 2012; Potency, µM (highest dose often 46.1 µM), without a hit: at the highest dose activity, negative = active, actives largely listed as inhibitors; 410,000 tested, 0.076% active; HeLa A3G-eYFP + Vif (tagged APOBEC3G with the HIV-1 protein that degrades it), YFP fluorescence, overnight; DNA dC->dU-editing enzyme APOBEC-3G (Homo sapiens), Q9HC16;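 also: % is scaled to controls: 0 for no effect and ±100 for the full control effect; nearly all actives have a fitted effect of over 60% in size; hits raise eYFP signal because A3G escapes Vif-driven loss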
# Target sequence (Q9HC16 whole entry, looked up): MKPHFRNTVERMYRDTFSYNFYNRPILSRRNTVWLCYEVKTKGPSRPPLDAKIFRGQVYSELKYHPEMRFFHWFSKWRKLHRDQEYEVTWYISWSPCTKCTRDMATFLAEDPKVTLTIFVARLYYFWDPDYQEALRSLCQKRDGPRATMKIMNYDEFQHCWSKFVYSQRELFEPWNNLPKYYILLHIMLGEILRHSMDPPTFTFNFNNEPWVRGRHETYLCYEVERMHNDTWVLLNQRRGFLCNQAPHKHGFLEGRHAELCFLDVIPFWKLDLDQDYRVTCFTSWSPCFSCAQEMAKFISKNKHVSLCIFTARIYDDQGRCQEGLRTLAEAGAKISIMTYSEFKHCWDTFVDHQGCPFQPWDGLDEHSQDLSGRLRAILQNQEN
#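 HeLa cells stably expressing Vif and C-terminally eYFP-tagged A3G, seeded overnight at 37 deg C, then exposed to compound by pintool overnight at 37 deg C. Rise in yellow fluorescence (Ex 488/Em 500-530, Acumen) marks blocked Vif-driven A3G degradation.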
# Vif-APOBEC3F blk: qHTS for Inhibitors of Vif-A3F Interactions: qHTS | HeLa A3F-eYFP + Vif (tagged APOBEC3F with the HIV-1 protein that degrades it), YFP fluorescence increase | Potency, µM (titrated, usually from 46.1 µM), for the others: top-dose activity, negative = active | 390,000 tested, 0.2% active | AID 602313, 2012; also: % of control where 0% means no effect; nearly all actives have a fitted effect of over 65% in size
#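 HeLa cells stably expressing A3F-eYFP plus Vif, plated and incubated overnight at 37 deg C, then exposed to compounds overnight at 37 deg C. Blocked degradation read as raised yellow fluorescence (Ex 488/Em 500-530).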
# 12-LOX inh: Primary qHTS assay for inhibitors of human arachidonate 12S-lipoxygenase (ALOX12): Round 2. purified 12hLO, xylenol orange hydroperoxide absorbance. Potency, µM (top dose mostly 108 µM), inactives show at the top dose activity change, negative = inhibition, most hits filed as inhibitors. 580,000 tested, 1.1% active. AID 1671190, 2021; also: % is scaled to controls: 0 for no effect and ±100 for the full control effect
#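 Hydroperoxide product was detected by ferrous iron/xylenol orange as the 573 to 405 nm absorbance ratio. Arachidonic acid at 40 uM (final) was turned over for 30 min at room temperature by 150 nM human 12hLO, pH 7.0 Hepes buffer, after 15 min compound preincubation.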
# Active calls of the source: *; u = inconclusive; x = not tested or not shown; [ ] = dose if it differs, or a comment. Calls follow the shape of the dose curve; as a rule, active = well fitted curve in the direction sought with a large enough effect; inconclusive = small, poorly fitted or top-dose-only effect, or another doubt; inactive = no such curve, though single readings can be large; an effect the other way counts as inactive or inconclusive. Potency is read from the fitted curve at half-maximal effect.
# Results follow in this order: rTrxR1 inhibitor	TrxR1 substrate	RGS4 inhibitor	IDH1 R132H inh	USP1-UAF1 inh	RXFP1 agonist	Vif-APOBEC3G blk	Vif-APOBEC3F blk	12-LOX inh
> Cc1cc(C)nc(SCC(=O)NN=C2CCCC2)n1
    8%	0%	-92%[56.9 µM]	10%	-21%	4.6%	10%	-14%	13%
> CCOC(=O)c1c2c(c(=S)n(-c3ccccc3)c1N)CCC2
    u	-15%	-41%	-8%	-22%	-3.0%	-3%	2%	u
> O=C(NCc1ccccc1)c1ccc(=O)oc1
    -6%	-5%	-29%	0%	-16%	-1.7%	2%	-7%	0%
> COC(=O)c1c(NC(C)=O)sc(C(=O)N2CCOCC2)c1C
    7%[57.1 µM]	1%[57.1 µM]	-10%	6%	-16%	3.4%	0%	4%	23%
> Cc1cc(C)nc(NC(=O)Nc2ccccc2C(F)(F)F)n1
    6%[57.1 µM]	2%[57.1 µM]	-14%	10%	-13%	2.6%	u	-13%	3%
> CCc1c(O)nc(SCC(=O)Nc2ccccc2)n(-c2ccccc2C)c1=O
    x	x	x	-3%	0%	x	0%	-8%	3%
> COc1ccc(S(=O)(=O)N2CCN(Cc3cc(OC)c(OC)c(OC)c3)CC2)cc1
    1%[57.1 µM]	4%[57.1 µM]	8%	13%	-13%	-4.0%	-2%	-6%	0.71µM*
> Cc1oc(-c2ccccc2Cl)nc1Cn1cccc1C1=NC(c2ccccc2)CO1 (stereo not given)
    18%[57.1 µM]	8%[57.1 µM]	1%	5%	-22%	1.9%	-9%	5%	0%
> Cc1cc2c(N=NC(=O)CCc3ccccc3)c(O)[nH]c2cc1Br
    13%[57.1 µM]	-7%	24%	4%	-1%	1.3%	-5%	-2%	7%
> COc1cccc(COC(=O)C2CC(=O)N(Cc3ccco3)C2)c1OC (stereo not given)
    u	6%	-23%	-8%	-1%	-1.9%	-11%	-18%	u
> COc1ccc(CCC(=O)Nc2ccc(-c3noc(-c4ccc(OC)c(OC)c4)n3)cc2)cc1
    20%	9%	-2%	3%	-3%	15%	0%	-13%	-9%
> Cn1c(SCc2ccccc2)nc(C(F)(F)F)cc1=O
    19%[57.1 µM]	-18%[57.1 µM]	-41%	10%	-7%	0.5%	-2%	1%	-3%
> Cc1cccc(NC(=O)CN(C)S(=O)(=O)c2ccc3c(c2)n(C)c(=O)c(=O)n3C)c1C
    -8%	-2%	-39%	0%	-14%	12%	-6%	1%	0%
> COc1ccccc1OCC(O)CN1CCOCC1 (stereo not given)
    27%[57.1 µM]	12%[57.1 µM]	14%	6%	-19%	0.2%	-1%	2%	-26%
> CCCCOc1ccc(C2C(C(=O)c3cccs3)=C(O)C(=O)N2CCN2CCOCC2)cc1 (stereo not given)
    14%	-7%	13%	-1%	-20%	6.1%	-4%	2%	u
> CCOc1ccc(-n2cc(-c3ccccc3)c3c(N4CCOCC4)ncnc32)cc1
    44%	-7%[57.1 µM]	-2%	4%	u	-0.3%	0%	-14%	-1%
> O=C(O)CC1COc2ccccc2N1C(=O)c1ccccc1Cl (stereo not given)
    18%[57.1 µM]	5%[57.1 µM]	6%	6%	-9%	0.0%	-1%	11%	0%
> O=C(c1cc2ccccc2o1)N1CCN(S(=O)(=O)c2ccc(F)c(F)c2F)CC1
    13%	3%	-8%	-2%	-9%	3.3%	-1%	-5%	u
> CC(C)CNS(=O)(=O)c1ccc(CCC(=O)NC2CCCCC2)cc1
    13%[11.4 µM]	8%[11.4 µM]	-5%	6%	u	x	-1%	0%	0%
> Cc1ccc(N=Nc2ccc3ccccc3c2O)cc1
    13%	-5%[57.1 µM]	-40%	7%	-18%	-0.8%	-3%	-15%	30%[activator]
> C(=C\c1ccccc1)/CSc1nnc(-c2ccncc2)n1Cc1ccco1
    u	-9%	-9%	6%	0%	-0.8%	-13%	3%	42%[activator]
> CC1CN(C(=O)CCC(=O)Nc2cc(F)ccc2F)c2ccccc2S1 (stereo not given)
    18%	-1%	0%	-6%	14%	4.1%	2%	2%	-24%
> CC(=O)Nc1ccc(C(=O)N(C)c2ccccc2)cc1
    -1%	-11%	12%	1%	-1%	-3.4%	1%	x	0%
> NS(=O)(=O)c1cccc(NC(=O)CSc2nn(-c3ccccc3)c(=S)s2)c1
    7%	2%	11%	-9%	-24%	1.0%	0%	1%	2%
> CS(=O)(=O)c1ccc(NC(=O)c2cccc(S(=O)(=O)N3CCN(Cc4ccccc4)CC3)c2)cc1
    21%	3%	-27%	4%	-20%	0.1%	-2%	3%	0%
> S=c1[nH]nc(C2CCCCC2)n1/N=C/c1ccc(Br)s1
    -2%	3%	u	0%	-9%	0.6%	-4%	-5%	-14%
> Cc1nonc1CN(C)C(=O)CC1C(=O)NCCN1Cc1cccc(C(F)(F)F)c1 (stereo not given)
    -7%[57.1 µM]	5%[57.1 µM]	31%	-6%	-20%	1.6%	-1%	-3%	-7%
> Cc1ccc(NC(=O)/C=C/c2ccccc2Cl)cc1Cl
    20%	4%	4%	x	-21%	-1.3%	x	x	-13%
> O=C(O)CN1C(=O)C(=O)N(Cc2cccc(F)c2)C1=O
    -7%	-6%	6%	0%	-15%	1.4%	1%	5%	u
> CC(C)c1nc(C#N)c(NCCCn2ccnc2)o1
    -9%	-3%	-50%	0%	-3%	0.6%	3%	-14%	-21%

# Arranged by count of non-hydrogen atoms (ascending): 7 of the compounds above
# Results follow in this order: rTrxR1 inhibitor	TrxR1 substrate	RGS4 inhibitor	IDH1 R132H inh	USP1-UAF1 inh	RXFP1 agonist	Vif-APOBEC3G blk	Vif-APOBEC3F blk	12-LOX inh
> Cc1cc(C)nc(SCC(=O)NN=C2CCCC2)n1
    8%	0%	-92%[56.9 µM]	10%	-21%	4.6%	10%	-14%	13%
> Cc1ccc(N=Nc2ccc3ccccc3c2O)cc1
    13%	-5%[57.1 µM]	-40%	7%	-18%	-0.8%	-3%	-15%	30%[activator]
> COc1cccc(COC(=O)C2CC(=O)N(Cc3ccco3)C2)c1OC (stereo not given)
    u	6%	-23%	-8%	-1%	-1.9%	-11%	-18%	u
> CCc1c(O)nc(SCC(=O)Nc2ccccc2)n(-c2ccccc2C)c1=O
    x	x	x	-3%	0%	x	0%	-8%	3%
> O=C(c1cc2ccccc2o1)N1CCN(S(=O)(=O)c2ccc(F)c(F)c2F)CC1
    13%	3%	-8%	-2%	-9%	3.3%	-1%	-5%	u
> CCCCOc1ccc(C2C(C(=O)c3cccs3)=C(O)C(=O)N2CCN2CCOCC2)cc1 (stereo not given)
    14%	-7%	13%	-1%	-20%	6.1%	-4%	2%	u
> COc1ccc(CCC(=O)Nc2ccc(-c3noc(-c4ccc(OC)c(OC)c4)n3)cc2)cc1
    20%	9%	-2%	3%	-3%	15%	0%	-13%	-9%

# (list continues)
# Results follow in this order: rTrxR1 inhibitor	TrxR1 substrate	RGS4 inhibitor	IDH1 R132H inh	USP1-UAF1 inh	RXFP1 agonist	Vif-APOBEC3G blk	Vif-APOBEC3F blk	12-LOX inh
> COc1ccccc1C(=O)C1CCCN(Cc2ccc3c(c2)OCCO3)C1 (stereo not given)
    5%	0%	-1%	13%	-12%	0.6%	-2%	7%	-13%
> COc1cc2c(cc1OC)CN(Cc1cc(=O)n3c(-c4ccccc4)csc3n1)CC2
    5%[57.1 µM]	13%[57.1 µM]	u	-2%	-7%	5.3%	-1%	-1%	-9%
> COC(=O)\C(C(C)=O)=C(/C=C/C=C/C=C/N(C)C)N(C)C
    u	-11%[57.1 µM]	-48%	3%	-21%	2.2%	-1%	2%	u
> COc1ccc(C(=O)Nc2ccc3c(c2)C(=O)c2ccccc2C3=O)cc1OC
    -4%	0%	u	1%	3%	2.7%	-12%	-4%	-17%
> CCCOC(=S)N/C(=N\S(=O)(=O)c1ccccc1)c1ccccc1
    -17%	0%	-24%	4%	-10%	0.1%	1%	4%	35µM*
> O=C1C2CC=CCC2C(=O)N1c1ccc(OCC(O)Cn2nnc3ccccc32)cc1 (stereo not given)
    16%	10%	-10%	1%	-21%	1.0%	1%	13%	0%
> CC(C)(C)C(=O)NCCc1nc2ccccc2n1CC(=O)c1ccccc1
    7%[57.1 µM]	4%[57.1 µM]	-6%	2%	-20%	0.4%	2%	-8%	4%
> COC(=O)c1cc2c(s1)-c1ccccc1CC2
    26%[57.1 µM]	80%[activator][57.1 µM]	4%	3%	-18%	-0.5%	-6%	-1%	u

# An excerpt, so the mix of outcomes need not match the whole.
